JMJD2C inh – human JMJD2C demethylase inhibition; Q9H3R0; GST-JMJD2C(1-420) H3K9me3 demethylation, DELFIA europium; inhibition, % at 2.35 µM; 330,000 compounds, 0.069% hits;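 active means more than half of a compound's replicate wells show inhibition beyond 50%, single wells judged on their own value; inconclusive means some, but no more than half, of replicates pass 50% inhibition; inactive means no replicate passes 50% inhibition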;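 further: signal counts dimethyl H3K9 product captured on neutravidin plate; 0% = median of DMSO wells and 100% = 0.3 times that DMSO median; strong numbers were not always called active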
Target sequence (Q9H3R0 1-420 limits assumed): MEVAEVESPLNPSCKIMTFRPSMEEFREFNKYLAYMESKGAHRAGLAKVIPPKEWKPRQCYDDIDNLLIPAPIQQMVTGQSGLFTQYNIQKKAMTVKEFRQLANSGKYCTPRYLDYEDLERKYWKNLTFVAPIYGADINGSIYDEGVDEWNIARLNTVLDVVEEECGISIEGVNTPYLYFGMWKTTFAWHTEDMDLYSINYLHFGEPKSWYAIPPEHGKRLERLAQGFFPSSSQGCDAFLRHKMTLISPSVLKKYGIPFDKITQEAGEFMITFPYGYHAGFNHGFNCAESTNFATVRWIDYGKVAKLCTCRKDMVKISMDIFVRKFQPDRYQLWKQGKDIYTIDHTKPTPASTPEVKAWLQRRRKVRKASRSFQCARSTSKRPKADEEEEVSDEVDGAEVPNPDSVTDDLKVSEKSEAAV
LAP4-GFP MLPCN – alters LAP4-GFP fluorescence in TOR pathway yeast screen; S. cerevisiae LAP4-GFP multiplex, flow cytometry GFP, 3 h; median GFP as percent of DMSO wells; GFP response vs DMSO, % at 10 µM; 320,000 compounds, 0.34% hits; AID 2023;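 active means GFP response vs DMSO above a set limit, about the screen mean plus 3 SD, cut at about 150% in these data; inconclusive means under 70 cell events counted for the yeast strain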
CR mimetic SO – yeast age-related superoxide inhibition as caloric restriction mimetic. S. cerevisiae aged cells, superoxide DHE fluorescence; stronger effect = lower value. superoxide response (% of plate mean), % at 10 µM. 330,000 compounds, 0.18% hits. AID 2690;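 active means superoxide response under a set limit, about three screen SD below normal, cut at about 65% in these data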;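 further: yeast aged for seven days with compound at 30 °C before DHE staining; 100% = average MFI of all compound-treated wells on the plate with controls excluded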
AHR act – human AHR activation; AHR-responsive luciferase reporter cells, luminescence; activation, % at 5 µM; 320,000 compounds, 2.5% hits; AID 2796; in the data active means activation above about 47%;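 further: 0% = vehicle wells and 100% = reference agonist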
RPL19A-GFP yeast – modulators of TOR pathway RPL19A-GFP in S. cerevisiae; S. cerevisiae RPL19A-GFP strain, flow cytometry, 3 h; stronger effect = lower value; percent response vs DMSO, % at 10 µM; 330,000 compounds, 0.3% hits; AID 2025;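 active means percent response vs DMSO below 50%; inconclusive means fewer than 70 events counted for the yeast strain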;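 further: median channel GFP fluorescence of the barcoded RPL19A-GFP strain; ratio of sample median GFP to plate DMSO average so 100% = DMSO; lower means less RPL19A-GFP as with rapamycin TOR inhibition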
procasp3 activ – activators of human procaspase-3 | P42574 | recombinant procaspase-3 D3A, Ac-DEVD-pNA absorbance 405 nm | 330,000 compounds, 0.11% hits | activation, % at 8.5 µM;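 active means activation above the mean of all tested compounds plus 3 SD, cut at about 21% in these data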;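 further: 0% = DMSO alone and 100% = DMSO wells spiked with extra 5 µM PC-3 D3A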
Target sequence (P42574 whole entry D9A/D28A/D175A): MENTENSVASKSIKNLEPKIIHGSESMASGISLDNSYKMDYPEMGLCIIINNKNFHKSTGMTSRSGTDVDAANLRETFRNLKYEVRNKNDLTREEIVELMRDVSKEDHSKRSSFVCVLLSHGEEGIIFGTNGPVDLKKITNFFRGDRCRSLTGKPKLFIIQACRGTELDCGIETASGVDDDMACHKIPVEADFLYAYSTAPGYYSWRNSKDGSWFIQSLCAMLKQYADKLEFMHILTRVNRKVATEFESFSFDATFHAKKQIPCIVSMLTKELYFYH
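material = Procaspase-3 D3A mutant | probe or stimulus = Ac-DEVD-pNA | compound = single dose, 8.5 µM nominal compound, 0.8% DMSO | timing = 1 h preincubation, 2 h reaction | measured by = 405 nm absorbance of p-nitroaniline, reads at 0 and 120 min | benchmarks = DMSO-only low control, 5 µM PC-3 D3A high control | repeats = singlicate, each compound tested once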
MEP2-GFP yeast – alters MEP2-GFP fluorescence in TOR pathway yeast screen | S. cerevisiae MEP2-GFP strain, flow cytometry GFP, 3 h; 100% = DMSO control level | GFP response vs DMSO, % at 10 µM | 330,000 compounds, 0.51% hits;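 active means GFP response versus DMSO above a set limit, roughly screen mean plus 3 SD, cut at about 180% in these data; inconclusive means fewer than 70 cells counted for a yeast strain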;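 further: median GFP fluorescence of the barcode-gated MEP2-GFP cells per well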
proCasp7 act – activates human procaspase-7, counter-screen for procaspase-3 activators; activation, % at 8.5 µM; P55210; recombinant procaspase-7, Ac-DEVD-pNA absorbance 405 nm; D23A/D198A/D206A triple mutant, cannot self-cleave; scale: DMSO 0, 5 µM enzyme 100; 330,000 compounds, 0.093% hits;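 active means percent activation above the screen-wide mean plus 3 SD, cut at about 25% in these data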
Target sequence (P55210 whole entry D23A/D198A/D206A): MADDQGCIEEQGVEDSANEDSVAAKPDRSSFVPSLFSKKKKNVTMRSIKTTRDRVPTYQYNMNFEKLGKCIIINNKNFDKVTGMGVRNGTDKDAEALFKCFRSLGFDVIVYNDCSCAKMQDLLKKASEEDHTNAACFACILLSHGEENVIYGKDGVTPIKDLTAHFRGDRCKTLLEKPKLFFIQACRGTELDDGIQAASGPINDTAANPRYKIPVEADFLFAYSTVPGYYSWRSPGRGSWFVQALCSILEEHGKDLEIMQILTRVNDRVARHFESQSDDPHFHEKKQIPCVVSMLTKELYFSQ
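Test system: Procaspase-7 triple mutant (PC-7 D3A). Also added: Ac-DEVD-pNA substrate, 400 µM as added. Schedule: 1 h enzyme–compound preincubation and 2 h substrate reaction, both 25 °C. Signal: p-Nitroaniline absorbance at 405 nm, read at 0 and 120 min. Control set: low DMSO alone, high DMSO plus 5 µM PC-7.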
An asterisk follows results filed as active; i = inactive; u = inconclusive; x = no result given; [ ] = another dose, or the depositor's remark.

Start of the listing, in advance, two compounds:
1) CCOC(=O)c1oc2cccc(OCC(O)CNC(C)C)c2c1C (stereo not drawn)
2) S=C(NCc1ccccc1)N1CCN(c2cccc(Cl)c2)CC1
Assay by compound	1	2
JMJD2C inh	5	0
LAP4-GFP MLPCN	101	101
CR mimetic SO	81	93
AHR act	3	-4
RPL19A-GFP yeast	102	97
procasp3 activ	3	-5
MEP2-GFP yeast	106	103
proCasp7 act	9	4

Main list, previewed entries included:
1) CCOC(=O)c1oc2cccc(OCC(O)CNC(C)C)c2c1C (stereo not drawn)
2) S=C(NCc1ccccc1)N1CCN(c2cccc(Cl)c2)CC1
3) O=C(Nc1ccc(F)c(F)c1)NC1CCCCC1
4) O=c1c2c3nc4ccccc4nc3n(/N=C/c3ccco3)c2ncn1CCC1=CCCCC1
5) COC(=O)CCCC(=O)N1CCC(CCC(=O)NCc2ccc(F)cc2)CC1
6) Cc1ccnc(NC(=O)CC(c2ccccc2)c2ccccc2)n1
7) CCc1ccc(N2CC(C(=O)Nc3ccc(S(=O)(=O)Nc4nccs4)cc3)CC2=O)cc1 (stereo not drawn)
8) CCOC(=O)C1CCN(CCC(=O)Nc2ccccc2Cl)CC1
Assay by compound	1	2	3	4	5	6	7	8
JMJD2C inh	5	0	11	6	3	1	1	2
LAP4-GFP MLPCN	101	101	97	101	89	89	99	99
CR mimetic SO	81	93	100	104	98	97	105	99
AHR act	3	-4	4	-3	-2	1	-1	1
RPL19A-GFP yeast	102	97	96	93	107	101	96	101
procasp3 activ	3	-5	2	-7	2	-5	9	4
MEP2-GFP yeast	106	103	98	96	107	92	102	101
proCasp7 act	9	4	-9	-10	-9	-1	-4	9

9) C=CCn1c(=O)c2c3c(sc2n2c(Nc4ccc(C(=O)OCC)cc4)nnc12)CCCC3
10) CCOC(=O)C(C)(C)N(Cc1ccc(C)cc1)S(=O)(=O)c1ccc(Cl)c([N+](=O)[O-])c1
11) C=CCC[C@@H](Cc1ccc(F)cc1)C(=O)OC[C@@H](NC(=O)[C@@H](CC=C)CC(=O)N[C@H](CO)Cc1ccccc1)C(C)(C)C
12) O=C(NCc1ccc(/C=c2\sc3n(c2=O)CCN=3)o1)C(=O)Nc1ccccc1
13) COc1ccc2c(c1)sc(N)[n+]2Cc1cc(C)cc2cccnc12
14) COc1ccccc1NC(=O)c1ccc(NC(=O)CSc2nc(N)cc(=O)[nH]2)cc1
15) COC(=O)C1(Cc2cc(-c3ccc(OC)cc3OC)no2)CCN(C(=O)OC(C)(C)C)CC1
16) NS(=O)(=O)c1ccc(CCNC(=O)NC2CCCCC2)cc1
Assay by compound	9	10	11	12	13	14	15	16
JMJD2C inh	0	1	9	8	0	-13	9	-4
LAP4-GFP MLPCN	89	104	85	109	104	93	107	109
CR mimetic SO	102	89	99	116	103	96	119	114
AHR act	2	-2	0	11	15	8	2	-1
RPL19A-GFP yeast	100	101	93	97	101	94	104	99
procasp3 activ	-2	-1	-2	-20	2	5	-8	1
MEP2-GFP yeast	93	101	100	104	99	92	86	108
proCasp7 act	4	-3	-4	-20	-8	16	-3	6

17) COc1ccccc1-n1nc(C(=O)Nc2ccc3c(c2)OCO3)c2ccccc2c1=O
18) O=C(Cn1cnc2c(oc3nc4c(cc32)CCCC4)c1=O)Nc1cccc(Cl)c1
19) CC(C)Cn1c(/C=C/c2ccco2)nc2ccccc21
20) O=c1o[nH]c(-c2ccccc2)c1C1=NCCCCC1
21) Cc1c(C)n(-c2ccccc2)c2ncnc(NCCN(C)C)c12
22) CC(C)(Oc1ccc(Cl)cc1)C(=O)OCC(=O)NCCc1ccccc1
23) OCC[C@@H]1C[C@@H](O)[C@H](O)[C@@]2(CCCc3ccccc3O2)O1
24) O=C(CSc1nc2[nH]ncc2c(=O)[nH]1)Nc1cccc([N+](=O)[O-])c1
Assay by compound	17	18	19	20	21	22	23	24
JMJD2C inh	-2	-1	5	-1	0	i	-1	189
LAP4-GFP MLPCN	95	95	97	99	92	94	123	108
CR mimetic SO	86	73	104	92	101	113	101	100
AHR act	21	8	9	1	5	-2	4	-1
RPL19A-GFP yeast	103	98	102	97	98	99	97	103
procasp3 activ	4	9	-2	6	6	-1	5	9
MEP2-GFP yeast	104	100	106	94	98	99	91	101
proCasp7 act	4	-6	0	6	20	10	2	-2

25) COCC1CCN(c2nc3nonc3nc2N2CCSCC2)C1 (stereo not drawn)
26) COc1ccccc1S(=O)(=O)Cc1ccc(C(=O)N2CCN(c3ccccn3)CC2)o1
27) COc1ccccc1N(CC(=O)N1CCC(C(N)=O)CC1)S(=O)(=O)c1ccccc1
28) CCOC(=O)c1c(C)[nH]c(C2=NNC(=NC(C)COC)SC2)c1C (stereo not drawn)
29) CNC(=O)CSc1nnc(-c2ccncc2)n1Cc1ccccc1
30) O=C(CCCCn1c(=O)c2ccccc2n(Cc2ccc(F)cc2)c1=O)NCc1ccco1
31) Cc1ccc(C(=O)NC2CC3CCCC(C2)N3Cc2ccccc2)cc1 (stereo not drawn)
32) OCCCCCNc1ncnc2ccccc12
Assay by compound	25	26	27	28	29	30	31	32
JMJD2C inh	0	x	0	-17	-1	3	3	-6
LAP4-GFP MLPCN	100	98	85	100	101	105	102	101
CR mimetic SO	86	95	93	91	102	106	92	103
AHR act	-1	66*	-4	13	-1	-4	8	9
RPL19A-GFP yeast	101	99	95	98	100	99	103	102
procasp3 activ	5	-3	0	-7	-3	3	-1	4
MEP2-GFP yeast	106	105	95	100	98	108	107	108
proCasp7 act	14	5	8	-9	3	5	0	8

33) O=C(CNS(=O)(=O)c1ccc(F)cc1)N1CCN(c2ccccc2)CC1
34) CCOC(=O)N1CCN(C(=O)C2CCN(CC3CCCCC3)CC2)CC1
35) COC(=O)c1cc2oc(C)cc2n1CC(=O)Nc1cc(C)cc(C)c1
36) CCOc1ccc(NC(=O)C/C(C)=N/NC(=O)Cc2cccs2)cc1
37) COc1ccccc1CO/N=C/c1cccn1-c1nccc(N(C)C)c1C#N
38) OC(CN1CCN(c2ncc(C(F)(F)F)cc2Cl)CC1)c1ccccc1 (stereo not drawn)
39) CN(C)/C=C/C(=O)c1ccc(N2CCN(c3ncc(C(F)(F)F)cc3Cl)CC2)cc1
40) O=C(N/N=C/c1cc(Br)ccc1OC(=O)c1ccc(Br)cc1)c1ccncc1
Assay by compound	33	34	35	36	37	38	39	40
JMJD2C inh	3	2	2	-20	0	5	-9	-90
LAP4-GFP MLPCN	101	92	95	91	106	98	137[may fluoresce violet]	116
CR mimetic SO	105	109	113	98	107	144	101	106
AHR act	4	0	5	5	3	-3	-6	15
RPL19A-GFP yeast	94	99	95	99	97	101	77[may fluoresce violet]	105
procasp3 activ	2	1	1	2	-8	6	4	0
MEP2-GFP yeast	97	102	95	91	97	103	112[may fluoresce violet]	110
proCasp7 act	-1	-5	-2	12	3	3	1	-5

41) COC(=O)CSC(=S)N1CCCC(C)C1 (stereo not drawn)
42) Cc1cc(=O)oc2cc(O[C@@H]3O[C@H](CO)[C@H](O)[C@H](O)[C@H]3O)ccc12
43) O=C1C(=O)N(Cc2cccnc2)C(c2cccc(O)c2)/C1=C(\O)c1ccc2c(c1)OCCO2 (stereo not drawn)
44) CCOc1cc(/C=C(\C#N)C(=O)NCC2CCCO2)ccc1O (stereo not drawn)
45) Cc1cccc(NC(=S)N2CCCCCC2)c1
46) COc1ccccc1-n1nc(C)c(-c2ccccc2)c1N
47) CN(C)S(=O)(=O)c1cccc(NC(=O)CN(CCO)CC(=O)Nc2cccc(S(=O)(=O)N(C)C)c2)c1
48) CCOC(=O)N1CCC(NC(=O)C2CCN(S(=O)(=O)N3CCCC3)CC2)CC1
Assay by compound	41	42	43	44	45	46	47	48
JMJD2C inh	-1	7	5	-3	5	-4	6	-6
LAP4-GFP MLPCN	100	96	95	u	88	93	94	99
CR mimetic SO	106	98	106	91	87	94	98	102
AHR act	1	-1	3	1	0	0	1	0
RPL19A-GFP yeast	95	102	102	u	95	106	107	97
procasp3 activ	0	-70	8	-18	6	4	1	-1
MEP2-GFP yeast	93	104	104	u	92	102	92	99
proCasp7 act	-1	-69	-10	-15	-2	3	-2	12

Look-ups from the results shown.
cpd 43 in proCasp7 act is entered as -10
cpd 47 in procasp3 activ is entered as 1

Next section:
49) CCOC(=O)c1sc(NC(=O)CSc2n[nH]c(-c3ccncc3)n2)c(C#N)c1C
50) CCOc1ccc(S(=O)(=O)N2CCCC(C(=O)Nc3cccc(C)c3)C2)cc1 (stereo not drawn)
51) O=c1cc(/C=C/c2c(F)cccc2Cl)[nH]c2ccccc12
52) COC(=O)CSC1=C(C#N)C(c2cccc(F)c2)CC(=O)N1 (stereo not drawn)
53) COc1ccc(N2C(=O)CC(Sc3ncccc3C(=O)O)C2=O)cc1 (stereo not drawn)
Assay by compound	49	50	51	52	53
JMJD2C inh	89	11	9	4	-9
LAP4-GFP MLPCN	107	90	96	94	102
CR mimetic SO	106	80	96	99	124
AHR act	10	1	61*	6	0
RPL19A-GFP yeast	107	88	101	90	101
procasp3 activ	-12	-4	6	0	-18
MEP2-GFP yeast	116	84	95	92	107
proCasp7 act	13	3	-2	4	-14

Sorted by formula weight (low to high): some entries from above
20) O=c1o[nH]c(-c2ccccc2)c1C1=NCCCCC1
51) O=c1cc(/C=C/c2c(F)cccc2Cl)[nH]c2ccccc12
49) CCOC(=O)c1sc(NC(=O)CSc2n[nH]c(-c3ccncc3)n2)c(C#N)c1C
9) C=CCn1c(=O)c2c3c(sc2n2c(Nc4ccc(C(=O)OCC)cc4)nnc12)CCCC3
Assay by compound	20	51	49	9
JMJD2C inh	-1	9	89	0
LAP4-GFP MLPCN	99	96	107	89
CR mimetic SO	92	96	106	102
AHR act	1	61*	10	2
RPL19A-GFP yeast	97	101	107	100
procasp3 activ	6	6	-12	-2
MEP2-GFP yeast	94	95	116	93
proCasp7 act	6	-2	13	4

Compound activity: PubChem BioAssay, several laboratories
